Screening results (PubChem BioAssay)
AmpC inh no detg – AmpC beta-lactamase inhibition without detergent; AmpC nitrocefin hydrolysis, absorbance 480 nm, 0.0001% Triton; Potency, µM (top dose mostly 57.1 µM), inactives show at the top dose activity change, negative = inhibition, most hits filed as inhibitors; hit rate 0.52% among 330,000; AID 485341;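 note: potency is the fitted concentration of half-maximal effect; plate controls were no compound for no effect and no enzyme for full effect; nearly all actives have a fitted effect of over 20% in size; some results filed as inactive show a strong effect at the top dose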
Target sequence (P00811 whole entry, looked up): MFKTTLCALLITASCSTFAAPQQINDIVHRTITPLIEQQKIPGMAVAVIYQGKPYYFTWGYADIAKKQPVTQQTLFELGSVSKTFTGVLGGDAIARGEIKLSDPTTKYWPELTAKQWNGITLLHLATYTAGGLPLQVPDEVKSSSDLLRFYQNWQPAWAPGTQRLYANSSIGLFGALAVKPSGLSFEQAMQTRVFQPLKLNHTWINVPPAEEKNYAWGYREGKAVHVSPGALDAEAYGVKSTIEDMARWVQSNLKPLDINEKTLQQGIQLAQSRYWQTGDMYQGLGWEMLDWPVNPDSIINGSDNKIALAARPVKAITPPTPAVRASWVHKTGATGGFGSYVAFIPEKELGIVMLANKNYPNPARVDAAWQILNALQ
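20 mM phosphate pH 7.0 + 0.01% (detergent screen) or 0.0001% Triton X-100; 5.3 nM AmpC reagent; cpd preinc 15 min RT; nitrocefin (800 uM stock) to start; A480 q20 s × 4 min; Activity was normalised to no-enzyme and no-compound control wells.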
AMA1-RON2 inh – inhibitors of Plasmodium falciparum AMA1-RON2 interaction | hit rate 0.2% among 360,000 | Potency, µM (series often up to 58.2 µM), for the others: top-dose activity change, negative = inhibition, hits mostly inhibitors | AlphaScreen AMA1-biotinylated RON2 peptide binding;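 note: potency is the fitted concentration of half-maximal effect; 0% = vehicle wells and -100% = peptide control; nearly all actives have a fitted effect of over 45% in size; some results filed as inactive show a strong effect at the top dose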
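AMA1 (3D7) with his tag at 25 nM final met compounds first, then biotinylated RON2 peptide at 25 nM; detection used donor plus acceptor beads, 10 µg/mL apiece, read by AlphaScreen after 30 min at room temperature.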
AmpC inh detg – blocks E. coli AmpC beta-lactamase in detergent assay; P00811; AmpC hydrolysis of nitrocefin, absorbance 480 nm, 0.01% Triton; Potency, µM (titrated, usually from 114 µM), inactives show top-dose activity change, negative = inhibition, hits mostly inhibitors; hit rate 0.041% among 370,000;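 note: potency is the fitted concentration of half-maximal effect; 0% = no-compound wells and -100% = no-enzyme wells; nearly all actives have a fitted effect of over 25% in size; some results filed as inactive show a strong effect at the top dose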
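20 mM phosphate pH 7.0 + 0.01% (detergent screen) or 0.0001% Triton X-100; 5.3 nM AmpC reagent; cpd preinc 15 min RT; nitrocefin (800 uM stock) to start; A480 q20 s × 4 min; Activity was normalised to no-enzyme and no-compound control wells.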
HCV inhibitor – blocks hepatitis C virus; Huh7.5.1 HCVcc-Cre infection, luciferase reporter, 44 h; Potency, µM (doses to about 41.8 µM), for inactives: at the highest dose activity change, negative = inhibition, most hits filed as inhibitors; hit rate 3.4% among 340,000; AID 651820; note: potency is the fitted concentration of half-maximal effect
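Whole-lifecycle infectious HCVcc-Cre system; cells 1,000/well, compound then virus (~0.5 moi) added 4 h after plating, 44 h culture. Luciferase read 15 sec following 15 min substrate incubation, room temp.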
HCMV antiviral – blocks human cytomegalovirus replication; HFF cells, HCMV-luciferase reporter, 72 h; active compounds read low; hit rate 4.5% among 410,000; activity change, negative = inhibition, % at 57.5 µM; in the data active = activity change below about -60%; inconclusive = no clear call, values can overlap the other calls; inactive = above about -39%
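HFF cells seeded 16 h at 37C, treated with compounds, infected with luciferase-reporter HCMV at MOI 1 PFU/cell; luciferase read at 72 h post infection, normalized to buffer-only and Salinomycin controls.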
Tb PYK inh – inhibitors of Trypanosoma brucei pyruvate kinase; TbPYK enzyme, Kinase-Glo Plus ATP luminescence, 45 min; hit rate 0.12% among 410,000; Potency, µM (highest dose often 76.8 µM), without a hit: at the top dose activity, negative = inhibition, hits mostly inhibitors; Q57TT1; note: potency is the fitted concentration of half-maximal effect; nearly all actives have a fitted effect of over 50% in size
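Luminescent Kinase-Glo Plus end-point after 45 min room-temperature reaction of T. brucei pyruvate kinase started with 130 uM ADP (final). Buffer TEA 50 mM pH 7.2 with KCl, MgCl2, BSA, Tween-20; titration-based qHTS with fitted concentration-effect curves.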
LmPK inh – inhibitors of Leishmania mexicana pyruvate kinase; hit rate 0.37% among 290,000; Q27686; purified LmPK, Kinase-Glo ATP luminescence, 1 h; AID 1721; Potency, µM (highest dose often 57.5 µM), for the others: top-dose activity change, negative = inhibition, hits mostly inhibitors; note: potency is the fitted concentration of half-maximal effect
Target sequence (Q27686 whole entry, looked up): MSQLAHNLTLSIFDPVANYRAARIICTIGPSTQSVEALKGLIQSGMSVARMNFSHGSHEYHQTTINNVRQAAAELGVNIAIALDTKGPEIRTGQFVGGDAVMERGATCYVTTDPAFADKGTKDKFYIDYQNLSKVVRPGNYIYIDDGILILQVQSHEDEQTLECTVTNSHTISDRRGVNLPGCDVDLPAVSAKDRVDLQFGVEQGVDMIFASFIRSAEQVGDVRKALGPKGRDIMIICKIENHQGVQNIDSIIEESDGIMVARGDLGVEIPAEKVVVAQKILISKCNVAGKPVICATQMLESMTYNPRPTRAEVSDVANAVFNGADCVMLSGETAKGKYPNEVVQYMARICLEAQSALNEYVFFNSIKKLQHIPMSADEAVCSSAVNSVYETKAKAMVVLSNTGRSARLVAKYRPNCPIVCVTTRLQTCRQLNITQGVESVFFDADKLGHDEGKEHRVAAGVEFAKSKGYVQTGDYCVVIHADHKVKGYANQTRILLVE
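Screened at intermediate enzyme activity to detect both inhibitors and activators: LmPK at 0.1 nM, with a 0.5 nM enzyme column as activation reference. PEP 0.5 mM, ADP 0.1 mM; ATP detected by luminescence after 1 h.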
* = called active by the depositor; ? = inconclusive; nt = no result given; [ ] = another dose, or the depositor's remark. Unless noted, calls come from the whole dose curve; as a rule, active = well fitted curve in the direction sought with a large enough effect; inconclusive = small, poorly fitted or top-dose-only effect, or another doubt; inactive = no such curve, though single readings can be large; an effect the other way counts as inactive or inconclusive. Unless noted, % is set by controls: 0 for no effect and ±100 for the full control effect.

Short keys – A = AmpC inh no detg; B = AMA1-RON2 inh; C = AmpC inh detg; D = HCV inhibitor; E = HCMV antiviral; F = Tb PYK inh; G = LmPK inh
O=C1C2C3C=CC(C3)C2S(=O)(=O)C2C3C=CC(C3)C12 (stereo not drawn)
  A: nt | B: 2% | C: nt | D: nt | E: -6 | F: 4% | G: nt

COc1ccc(NC(=O)CSc2nnc(-c3ccoc3C)n2CCc2ccccc2)cc1
  A: -2% | B: ? | C: ? | D: -17% | E: 16 | F: 4% | G: 10%

O=C(CCNC(=O)c1ccc(Br)cc1)Nc1cc(Cl)ccc1-n1cncn1
  A: -11% | B: -11% | C: -10% | D: -19% | E: 25 | F: -1% | G: nt

Cc1ccccc1-n1c(SCC(=O)N/N=C/C=C/c2ccccc2[N+](=O)[O-])nc2ccccc2c1=O
  A: ? | B: 26% | C: -8% | D: ? | E: ? | F: -3% | G: 3%

CC(C)C(=O)N1CCC1(C)C(=O)Nc1cc(-c2ccccc2)nn1C (stereo not drawn)
  A: nt | B: 50%[activator] | C: nt | D: nt | E: -25 | F: -7% | G: nt

COc1ccc(-c2nc3ccccn3c2C=O)cc1
  A: -12% | B: -8% | C: ? | D: -6% | E: 54 | F: 0% | G: -30%

Cc1ccc2nc(SCC(=O)Nc3cccc([N+](=O)[O-])c3)[nH]c2c1
  A: -35% | B: -2% | C: ? | D: nt | E: ? | F: 2% | G: 6%

CCn1c(CN2CCCCC2)nc2cc(NC(=O)c3cc(OC)c(OC)c(OC)c3)ccc21
  A: nt | B: nt | C: 18% | D: nt | E: -2 | F: 1% | G: nt

Cc1ccc(NC(=O)CSCC(=O)Nc2ccc(N3CCOCC3)c(Cl)c2)cc1
  A: -23% | B: -11% | C: -7% | D: -10% | E: 1 | F: -3% | G: 1%

CCCNC(=O)/C(C#N)=C1\N=C(NC(=O)c2cccs2)c2ccccc21
  A: -7% | B: 3% | C: -8% | D: 13% | E: 5 | F: 3% | G: -4%

COc1ccc(N2CCN(C(=O)CN3C(=O)CSc4c3c(C)nn4-c3ccccc3)CC2)cc1
  A: nt | B: nt | C: 26% | D: nt | E: -1 | F: 2% | G: nt

CC(C)(C)NS(=O)(=O)c1ccc(-c2csnn2)s1
  A: -25% | B: 0% | C: 2% | D: -21% | E: 33 | F: 10% | G: 3%

COC(=O)C1C(=O)c2c(n[nH]c2C)CC1(C)C (stereo not drawn)
  A: 3% | B: -6% | C: ? | D: 8% | E: 1 | F: 6% | G: -4%

C/C(=N\c1nc2ccccc2n1C)c1cc(Cl)ccc1O
  A: -13% | B: -5% | C: 5% | D: 8% | E: 55 | F: -5% | G: -1%

CC(=O)S[C@@H]1CC2=CC(=O)CC[C@]2(C)[C@H]2CC[C@@]3(C)[C@@H](CC[C@@]34CCC(=O)O4)[C@H]12
  A: nt | B: 1% | C: nt | D: ? | E: ? | F: 4% | G: nt

Cc1cccc(CSc2nnc(-c3cccs3)n2Cc2ccco2)c1
  A: -5% | B: -3% | C: -2% | D: -11% | E: -26 | F: -4% | G: 3%

O=C1CC2CS(=O)(=O)CC2N1c1ccc(Cl)cc1Cl (stereo not drawn)
  A: -8% | B: 3% | C: -1% | D: 5% | E: 15 | F: 3% | G: -1%

Cc1ccc(CSCCNS(=O)(=O)c2ccc([N+](=O)[O-])cc2)cc1
  A: -45% | B: -21% | C: 0% | D: 8% | E: -6 | F: 5% | G: 4%

O=C(CNC(=O)c1cc(S(=O)(=O)N2CCCCC2)ccc1N1CCOCC1)Nc1ccc(F)c(F)c1
  A: -20% | B: 12% | C: ? | D: 21% | E: -5 | F: -1% | G: nt

CC1(C)CC(=O)C2=C(C1)OC1=C(C(=O)CC(C)(C)C1)C2c1ccc(O)cc1O
  A: -14% | B: -5% | C: -7% | D: ? | E: -102* | F: 40µM* | G: 4%

Cc1ccc(S(=O)(=O)N2CCOCC2)cc1NC(=O)CSc1nnc(COc2ccccc2F)n1N
  A: nt | B: -3% | C: nt | D: ? | E: -17 | F: 9% | G: nt

Cc1ccc(CN(c2ccc(C(=O)N3CCCC3)cc2)S(C)(=O)=O)cc1
  A: 86%[activator] | B: 3% | C: ? | D: -11% | E: -13 | F: 1% | G: 1%

CCCC1NC(=O)c2cccnc2-n2c1nc1ccc(Br)cc1c2=O (stereo not drawn)
  A: nt | B: 0% | C: nt | D: nt | E: 41 | F: 5% | G: nt

CC(C)[C@H](NC(=O)[C@@H]1Cc2ccccc2CN1)C(=O)NC1CCCCC1
  A: -11% | B: 7% | C: 3% | D: -7% | E: -36 | F: 1% | G: -6%

CCn1ncc(/C=C/C(=O)C2CC2)c1C
  A: -3% | B: -1%[11.6 µM] | C: -6% | D: 32%[activator] | E: 48 | F: 3% | G: 0%

The last 6 records of the section above open the next one:
Short keys – A = AmpC inh no detg; B = AMA1-RON2 inh; C = AmpC inh detg; D = HCV inhibitor; E = HCMV antiviral; F = Tb PYK inh; G = LmPK inh
CC1(C)CC(=O)C2=C(C1)OC1=C(C(=O)CC(C)(C)C1)C2c1ccc(O)cc1O
  A: -14% | B: -5% | C: -7% | D: ? | E: -102* | F: 40µM* | G: 4%

Cc1ccc(S(=O)(=O)N2CCOCC2)cc1NC(=O)CSc1nnc(COc2ccccc2F)n1N
  A: nt | B: -3% | C: nt | D: ? | E: -17 | F: 9% | G: nt

Cc1ccc(CN(c2ccc(C(=O)N3CCCC3)cc2)S(C)(=O)=O)cc1
  A: 86%[activator] | B: 3% | C: ? | D: -11% | E: -13 | F: 1% | G: 1%

CCCC1NC(=O)c2cccnc2-n2c1nc1ccc(Br)cc1c2=O (stereo not drawn)
  A: nt | B: 0% | C: nt | D: nt | E: 41 | F: 5% | G: nt

CC(C)[C@H](NC(=O)[C@@H]1Cc2ccccc2CN1)C(=O)NC1CCCCC1
  A: -11% | B: 7% | C: 3% | D: -7% | E: -36 | F: 1% | G: -6%

CCn1ncc(/C=C/C(=O)C2CC2)c1C
  A: -3% | B: -1%[11.6 µM] | C: -6% | D: 32%[activator] | E: 48 | F: 3% | G: 0%

COC(=O)[C@@H](N)Cc1ccc(O)cc1
  A: -16% | B: nt | C: ? | D: 2%[8.37 µM] | E: nt | F: nt | G: 1%

O=C(COC(=O)Cc1n[nH]c(=O)c2ccccc12)NNC(=O)c1ccc(Cl)cc1
  A: -20% | B: 44%[activator] | C: -5% | D: 16% | E: 58 | F: 1% | G: nt

Cc1cc(=O)oc2cc(NC(=O)c3ccccc3OC(F)F)ccc12
  A: -13% | B: 23% | C: 1% | D: ? | E: 143 | F: 3% | G: 0%

COC(=O)C(Cc1c[nH]c2ccccc12)NC(=O)C(=O)c1c[nH]c2ccccc12 (stereo not drawn)
  A: -38% | B: -4% | C: -1% | D: 14% | E: 44 | F: 4% | G: -9%

Cc1ccc2c(c1)C(c1ccc(O)cc1)(c1ccc(O)cc1)C(=O)N2C
  A: -5%[2.29 µM] | B: 15% | C: 0% | D: -4% | E: 26 | F: -1% | G: -1%

O=C(c1cc2ccccc2o1)N1CCN(Cc2ccc3c(c2)OCO3)CC1
  A: 46% | B: -8% | C: 3% | D: ? | E: ? | F: -4% | G: -1%

CCOC(=O)C1=C(C)N=c2s/c(=C/c3ccc(OCC(=O)O)cc3)c(=O)n2C1c1ccc(F)cc1 (stereo not drawn)
  A: 100%[activator] | B: -4% | C: -8% | D: -10% | E: -21 | F: -19% | G: 2%

CC(C)(C)NC(=O)C1CCCN(S(=O)(=O)c2cccc3cccnc23)C1 (stereo not drawn)
  A: -13% | B: -4% | C: ? | D: -5% | E: -4 | F: 0% | G: -5%

COC(=O)c1cccc(N/C=C(\[N+](=O)[O-])S(=O)(=O)c2ccccc2)c1
  A: -17% | B: -2% | C: -9% | D: -1% | E: 46 | F: 0% | G: -3%
